Bioassay records as filed in PubChem.
SKN-1 inh – blocks SKN-1 activity in C. elegans; AID 624304; actives 0.49% (n = 360,000); inhibition, % at 21.8 µM; C. elegans VP596 Pgst-4::GFP/RFP ratio, acrylamide-induced, 24 h;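 active = interference check ratio from 0.5 to 1.5 plus GFP to RFP signal ratio inhibition reaching or exceeding a fixed threshold, cut at about 30% in these data, passing the limit was not always enough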; note: some compounds called inactive have numbers as strong as hits
Rin1-Abl PPI inh – inhibitors of human Rin1-Abl protein interaction; P00519+Q13671; TR-FRET Rin1/Abl binding, biochemical; inhibition, % at 7.35 µM; actives 0.4% (n = 360,000); AID 588664; in the data active = inhibition above about 5%, passing the limit was not always enough
PABP1 MLLE inh – blocks PAM2 peptide binding to the PABP1 MLLE domain | GST-MLLE / FITC-PAM2 fluorescence polarization | P11940 | inhibition, % at 20 µM | actives 0.36% (n = 360,000); in the data active = inhibition above about 35%, passing the limit was not always enough;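 note: plate controls were DMSO wells with GST-MLLE for no effect and wells lacking GST-MLLE protein for full effect; some results filed as inactive read as strong as hits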
Target sequence (P11940 whole entry, looked up, the tested form may be a part): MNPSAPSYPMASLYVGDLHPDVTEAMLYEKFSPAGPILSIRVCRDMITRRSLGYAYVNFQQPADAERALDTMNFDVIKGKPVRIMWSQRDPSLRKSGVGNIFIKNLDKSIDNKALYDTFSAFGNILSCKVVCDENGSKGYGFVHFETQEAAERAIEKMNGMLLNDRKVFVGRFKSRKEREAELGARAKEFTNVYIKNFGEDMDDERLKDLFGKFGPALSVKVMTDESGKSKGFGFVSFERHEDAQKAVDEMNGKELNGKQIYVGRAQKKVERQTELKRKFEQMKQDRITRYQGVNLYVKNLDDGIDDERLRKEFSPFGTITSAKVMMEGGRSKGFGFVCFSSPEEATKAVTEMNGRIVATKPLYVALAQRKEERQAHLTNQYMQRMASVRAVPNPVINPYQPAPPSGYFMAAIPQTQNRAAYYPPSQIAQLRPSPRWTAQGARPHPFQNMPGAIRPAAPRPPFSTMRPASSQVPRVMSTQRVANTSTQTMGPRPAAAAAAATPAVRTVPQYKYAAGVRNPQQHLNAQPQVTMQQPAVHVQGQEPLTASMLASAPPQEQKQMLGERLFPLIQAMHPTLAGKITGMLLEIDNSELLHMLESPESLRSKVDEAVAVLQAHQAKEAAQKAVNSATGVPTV
Neddylation inh – blocks human cullin neddylation; TR-FRET cullin neddylation, biochemical; P61081+Q13564; calls only at 25 µM; actives 0.58% (n = 360,000); in the data active = inhibition above about 36%
NadD inh – inhibitors of Staphylococcus aureus NadD. actives 0.78% (n = 360,000). inhibition, % at 20 µM. purified NadD enzyme, colorimetric absorbance read-out; in the data active = inhibition above about 26%; note: some compounds past the cut are filed as inactive
FAS TE block – blocks the thioesterase domain of human fatty acid synthase; P49327; recombinant FAS-TE, OMFH fluorogenic substrate, fluorescence endpoint; inhibition, % at 15 µM; actives 0.67% (n = 360,000);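 active = compounds whose normalised, plate-corrected inhibition of enzyme fluorescence in the single-dose primary screen is 50% or more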;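 note: 0% = DMSO with enzyme and 100% = substrate without enzyme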
MT1-MMP act inh – MT1-MMP (human) activation inhibition; P50281; HT1080 RFP-PRO-GFP cells, GFP/RFP ratio fluorescence, overnight; percent of plate control window, DMSO zero; GFP/RFP ratio change, % at 20 µM; actives 0.061% (n = 360,000); AID 651647;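 active = GFP/RFP ratio change of at least 30% with cell ATP level not reduced by more than half and red fluorescence within 50% of control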; note: strong numbers were not always called active
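Assay system: HT1080 RFP-PRO-GFP cells | Dosing: 20 µM single dose, 1% DMSO | Incubation: Cells overnight before dosing, compound overnight, 37 °C, 5% CO2 | Evaluation: GFP/RFP fluorescence ratio | Control set: DMSO-only wells and HT1080 RFP-L50D-GFP cell wells as references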
Rpn11 inh – inhibitors of human proteasome Rpn11; O00487; human 26S proteasome, Ub4-pepOG fluorescence polarization; 20S core pre-blocked with epoxomicin; calls only at 20 µM; actives 0.59% (n = 360,000); AID 588493;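 active = inhibition at 20 µM, scaled to each plate's controls, above about 33%, limit read from the data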
Target sequence (O00487 whole entry, looked up): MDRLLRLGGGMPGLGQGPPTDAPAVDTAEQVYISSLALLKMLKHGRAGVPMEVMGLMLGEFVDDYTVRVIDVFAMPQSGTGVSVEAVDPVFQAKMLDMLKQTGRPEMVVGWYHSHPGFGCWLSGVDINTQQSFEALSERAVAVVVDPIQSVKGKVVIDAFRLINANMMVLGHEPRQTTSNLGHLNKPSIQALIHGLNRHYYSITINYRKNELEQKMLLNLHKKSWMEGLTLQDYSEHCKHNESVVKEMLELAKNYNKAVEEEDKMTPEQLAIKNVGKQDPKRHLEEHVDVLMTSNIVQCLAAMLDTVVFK
CSN deneddyl inh – blocks human CSN-mediated cullin deneddylation; Purified CSN, SCF-Nedd8-OG deneddylation, fluorescence polarization; inhibition, % at 12.5 µM; actives 0.38% (n = 360,000); AID 651999;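 active = pattern-corrected inhibition above about 35%, with an unprinted fluorescence ratio check between 0.5 and 1.5, limit read from the data, passing the limit was not always enough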;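 note: 0% = enzyme with substrate and 100% = substrate without enzyme; some results filed as inactive read as strong as hits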
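Schedule: reaction 90 min, room temperature / Assay system: HEK293T-derived human Csn5 enzyme / Input: Csn5 at 0.24 nM final / Measure: inhibition of Csn5 cleavage, % / Control set: substrate-only high control, full reaction low control / Technique: fluorescence polarization of the substrate / Buffer or medium: Tris/NaCl/DTT buffer, pH 7.5 / Reagent: SCFSkp2-Nedd8OG substrate at 10 nM final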
The depositor's hits bear a star; i = inactive; nt = not tested or not shown.

Results follow in this order: SKN-1 inh	Rin1-Abl PPI inh	PABP1 MLLE inh	Neddylation inh	NadD inh	FAS TE block	MT1-MMP act inh	Rpn11 inh	CSN deneddyl inh
COc1ccc(CNCc2c(C(=O)N(C)C)nc3ccc(Cl)cn23)c(OC)c1
    10	3	-3	i	-2	-7	1	i	3
O=[N+]([O-])c1cc(C(F)(F)F)cc([N+](=O)[O-])c1NCCNC(=S)Nc1ccc(Cl)c(Cl)c1
    5	5	-5	i	2	21	7	i	4
Fc1ccc(CSc2ccc(-c3ccco3)nn2)cc1
    22	1	4	i	0	0	3	i	-1
O=C(COC(=O)[C@@H]1CCCN1S(=O)(=O)c1ccccc1F)Nc1ccc(OC(F)F)cc1
    -1	0	22	i	-8	3	2	i	2
COc1cccc(NS(=O)(=O)c2cn(C)c(=O)n(C)c2=O)c1
    -3	0	0	i	-3	-4	-1	i	-1
O=C(CC1SC(=Nc2ccccc2)N(CCO)C1=O)Nc1ccccc1 (stereo not drawn)
    -6	6	-3	i	-2	-7	0	i	-4
O=C(CCC(=O)Nc1ccc(F)cc1)N/N=C/c1ccncc1
    -5	-3	1	i	-1	-8	0	i	-3
O=C(CCC1COc2ccccc2O1)NCC1COc2ccccc2O1 (stereo not drawn)
    6	-2	1	i	1	10	2	i	-1
O=c1onc(-c2ccccc2)n1-c1cc(Cl)cc(Cl)c1
    10	-1	14	i	-3	17	3	i	0
COc1cc(OC)c2ccc(=O)oc2c1C(CCN1CCOCC1)c1ccc2c(c1)OCO2 (stereo not drawn)
    21	-1	4	i	-4	12	3	i	0
Fc1ccc(NC(=S)N2CCN(c3ncccn3)CC2)cc1
    9	1	-95	i	-1	-8	0	i	1
NC(=O)C1CCN(C(c2ccccc2Cl)c2nnnn2Cc2ccc3c(c2)OCO3)CC1 (stereo not drawn)
    -13	-2	3	i	-1	1	-1	i	-1
O=C(CSc1nnc(-c2ccccc2Cl)o1)Nc1ccc2c(c1)OCCO2
    7	-2	9	i	-3	6	7	i	-1
CCC[C@@H]1Cc2ccccc2N1C(C)=O
    11	-2	5	i	-1	-7	0	i	-2
N#C/C(=C\c1ccc(-c2ccc([N+](=O)[O-])cc2)o1)C(=O)Nc1nc(-c2cccs2)cs1
    9	0	-17	i	40*	7	23	i	2
COc1cc(F)ccc1S(=O)(=O)N1CCN(C23CC4CC(CC(C4)C2)C3)CC1
    -7	6	10	i	-2	5	1	i	-4
Cc1ccc(C)c2c(N)c3c(nc12)CCCCC3 (tested in a mixture with another compound)
    3	4	-11	i	-6	-9	-1	i	2
O=C(c1cc(COc2ccc(F)cc2Cl)on1)N1CCc2ccccc2C1
    1	1	-10	i	0	28	-1	i	-11
O=C(CN1CCN(c2ccc(O)cc2)CC1)Nc1ccc(S(=O)(=O)N2CCCC2)cc1
    6	3	-7	i	7	2	2	i	2
CCOC(=O)c1[nH]c(C)c(CN(CCc2ccccc2)C(=O)CCC(=O)O)c1C
    5	-1	-4	i	2	-3	-1	i	2
Fc1ccc(OCCOCCN2CCNCC2)cc1
    7	0	18	i	-1	-5	-4	i	0
CCOC(=O)c1cc(C#N)c(SCC(=O)c2cc(C#N)c(SC)nc2C)[nH]c1=O
    3	0	-13	i	7	3	-15	i	10
Cc1ccc(S(=O)(=O)N2C(c3ccc(Cl)c(Cl)c3)CC=C(C(=O)O)C2c2ccc(Cl)cc2)cc1 (stereo not drawn)
    8	nt	nt	i	nt	nt	-1	nt	8
COc1ccc(-c2nc(CSCC(=O)N3CCC(C(N)=O)CC3)c(C)o2)cc1OC
    7	-4	25	i	0	-9	2	i	-1
O=C(Nc1nnc(-c2ccco2)s1)C1CCCCC1
    13	1	-9	i	7	-5	7	i	6
COc1cccc(C2CC(c3ccccc3)=NN2S(=O)(=O)c2ccccc2)c1OC (stereo not drawn)
    13	0	-6	i	-7	20	-11	i	10
CCOc1ccccc1NC(=O)C1C2C=CC(O2)C1C(=O)O (stereo not drawn)
    20	2	16	i	3	-9	2	i	1
COc1ccc(-c2oc(NC(=O)CSc3ncn[nH]3)c(C#N)c2-c2ccc(OC)cc2)cc1
    20	2	3	i	9	-173	2	i	10
COc1ccc(C(=O)NCc2ccc(Cl)cc2)cc1S(=O)(=O)N1CCCC1
    12	2	-24	i	2	7	-4	i	-4
Clc1cccc(Nc2nc(-c3ccncc3)nc3ccccc23)c1
    -4	-3	-9	i	-8	0	1	i	0
Cc1cc(C(=O)NNC(=O)c2ccc(Cl)cc2Cl)c(C)o1
    -5	1	9	i	-4	-4	2	i	-1
O=C(NCc1ccco1)c1ccc(-c2csnn2)cc1
    -1	1	7	i	-6	-1	0	i	4
O=C1OC[C@H]2CCCC[C@@H](CO)ON12
    -3	-2	0	i	0	-8	2	i	0
CC(=O)N1CCN(C(=O)c2ccc(Cl)c(NC(=O)c3cccs3)c2)CC1
    8	6	2	i	-6	-6	-1	i	-2
COc1cc(C)ccc1OCC(=O)OCC(=O)c1ccc[nH]1
    -2	4	-9	i	0	-4	4	i	4
O=C(CN1C(=O)c2ccccc2C1=O)Nc1cccc(Cl)c1
    14	1	1	i	-10	4	3	i	-3
CCN1CCN(c2nc3c(c(=O)[nH]c(=O)n3C)n2CCCSc2ncccn2)CC1
    -13	-3	-3	i	2	-6	-1	i	-5
CCOc1ccc(S(=O)(=O)N2CCCCC2)cc1NC(=O)CSCc1c(C)noc1C
    21	0	-56	i	1	4	4	i	-4
CN(/N=C/c1ccncc1)C1=NCCN1
    17	1	-11	i	0	-1	4	i	-3
COCCCNC(=O)c1cn(C)c(=O)c2c1c1ccccc1n2C
    53	-3	10	i	-1	0	3	i	-2
CCOC(=O)c1c(-c2ccccc2)csc1NC(=S)NC(=O)c1ccccc1
    -1	0	36	i	-1	17	-4	i	6
Cc1sc2ncnc(SCC(=O)Nc3ccc(S(=O)(=O)N4CCOCC4)cc3)c2c1C
    -4	-2	-3	i	5	10	0	i	2
COC(=O)Nc1nc2ccc(Sc3ccccc3)cc2[nH]1
    -14	-2	-8	i	-2	0	16	i	-4
CC(=O)c1ccc(C(=O)N2CCCC(N3CCN(c4ccc(F)cc4)CC3)C2)s1 (stereo not drawn)
    5	-1	-7	i	-1	1	1	i	-3
O=C(NCCCn1ccnc1)c1ccc(Cl)cc1
    11	-3	-2	i	-3	-2	8	i	5
O=C(CSc1nc(=O)n(CCCN2CCOCC2)c2c1CCCC2)Nc1ccccc1Cl
    4	0	2	i	0	-4	-3	i	3
CCCCCC(C)NC(=O)c1ccoc1C (stereo not drawn)
    12	1	11	i	-1	2	1	i	0
Cn1c(=O)c2c(ncn2CC(COCc2ccccc2Cl)OCc2ccccc2Cl)n(C)c1=O (stereo not drawn)
    -7	5	5	i	-9	4	-4	i	4
CCCNC(=O)Nc1cc(OC)c(OC)cc1Cc1nccc2cc(OC)c(OC)cc12
    -4	3	-7	i	-17	-3	-5	i	3
COc1cc(OC)c2cc(C(=O)N[C@@H](Cc3ccccc3)C(=O)O)n(C)c2c1
    -16	6	14	i	-4	-2	1	i	1
O=C(Nc1ccc(C(=O)N2CCCC2)cc1)c1ccc2c(c1)OCO2
    6	-4	5	i	2	-4	6	i	4
CCOC(=O)c1c(NC(=O)c2c(C)noc2C)sc2c1CCCCC2
    -4	0	18	i	6	-8	-2	i	5
Cc1nnc(SCC(=O)c2cc(C)n(-c3c(C)n(C)n(-c4ccccc4)c3=O)c2C)s1
    1	2	6	i	0	-11	2	i	4
Cc1cc(C)n(CCC(=O)Nc2ccc(-c3ccno3)cc2)n1
    11	-4	-2	i	1	-2	-2	i	3
CCN(CC)CCN1CCN(c2cncc(-c3ccc4ccccc4c3)n2)CC1
    15	-3	-6	i	-6	-5	22	i	-1
c1ccc(OCc2nnc(-c3ccccc3)o2)cc1
    20	3	9	i	-7	2	-1	i	3
Nc1nc2nc(-c3ccc(F)cc3)cc(C(F)(F)F)n2n1
    -2	2	9	nt	-9	-3	-3	i	4
CCOC(=O)CNc1ncnc2nc[nH]c12
    12	1	-8	i	-4	-5	1	i	2
CCOC(=O)C(=CNc1cc(C)nn1-c1ccc(Cl)cc1)C(=O)OCC
    23	0	11	i	-7	10	-7	i	1
Cc1ccc(-c2noc(-c3ccccc3C(=O)NCc3ccco3)n2)cc1
    31	0	-2	i	-7	11	-3	i	-1

(more compounds)
Results follow in this order: SKN-1 inh	Rin1-Abl PPI inh	PABP1 MLLE inh	Neddylation inh	NadD inh	FAS TE block	MT1-MMP act inh	Rpn11 inh	CSN deneddyl inh
O=C(C1CCCN(S(=O)(=O)c2cccc3nsnc23)C1)N1CC=C(c2ccccc2)CC1 (stereo not drawn)
    -2	-2	-1	i	10	22	-11	i	-2
CCOC(=O)c1cnn(-c2cc(C)c3ccccc3n2)c1N
    -6	-4	7	i	1	1	1	i	-5
COc1ccc(OCC(=O)Nc2ccc3c(c2)nc(CCN2CCN(C)CC2)n3C)cc1
    2	1	6	i	2	0	-2	i	-1
O=C(CCCNC(=O)c1ccc(Cl)cc1)Nc1ccccc1C(F)(F)F
    -2	2	0	i	1	-4	7	i	2
COc1ccccc1NS(=O)(=O)c1cccc(NC(=S)NCCN2CCOCC2)c1
    5	1	3	i	-2	-4	4	i	-3
CCC(=O)Nc1cccc(-c2nc3ccc(C)cc3o2)c1
    10	-2	-11	i	-10	5	0	i	-1
Cc1ccn(CC(=O)N/N=C/c2cc([N+](=O)[O-])ccc2O)n1
    11	-6	1	i	-4	20	4	i	0
COC(=O)c1nnn(-c2nc(N(C)C)nc(N(C)C)n2)c1C
    -1	3	11	i	-4	-5	8	i	2
CC1CN(S(=O)(=O)c2cccc(C(F)(F)F)c2)CC(C)O1 (stereo not drawn)
    -8	-1	-3	i	-5	-5	1	i	4
CC1OC2(C)OC(=N)C1(C#N)C(C#N)(C#N)C2c1ccccc1 (stereo not drawn)
    37	1	17	nt	1	-8	-2	i	-23
CC1CCCN(C(=O)Cc2ccc(F)cc2)C1 (stereo not drawn)
    1	-1	9	i	0	-6	2	i	5
CC1(C(=O)OCC(=O)Nc2ccccc2)CC1(Cl)Cl (stereo not drawn)
    1	1	-6	i	-2	0	0	i	-5
CC(=O)C[C@@H](O)CC(=O)[C@H]1OC(=O)[C@H](C)CCCCc2ccccc21
    -3	2	6	i	-3	-3	-1	i	-3
O=C(COC(=O)c1ccccc1-c1ccccc1[N+](=O)[O-])c1ccccc1
    13	2	0	i	-3	22	-10	i	-6
O=C(NCc1ccco1)C1CCCN1C(=O)Nc1ccccc1[N+](=O)[O-] (stereo not drawn)
    1	1	-1	i	-3	-3	2	i	-1
CCN(CCn1cccn1)C(=O)CCc1nnc(CCCc2ccccc2)o1
    15	4	13	i	-1	-8	-3	i	-3

An excerpt from above in order of formula weight, lowest first.
Results follow in this order: SKN-1 inh	Rin1-Abl PPI inh	PABP1 MLLE inh	Neddylation inh	NadD inh	FAS TE block	MT1-MMP act inh	Rpn11 inh	CSN deneddyl inh
CC1CCCN(C(=O)Cc2ccc(F)cc2)C1 (stereo not drawn)
    1	-1	9	i	0	-6	2	i	5
O=C(COC(=O)c1ccccc1-c1ccccc1[N+](=O)[O-])c1ccccc1
    13	2	0	i	-3	22	-10	i	-6
COc1ccc(OCC(=O)Nc2ccc3c(c2)nc(CCN2CCN(C)CC2)n3C)cc1
    2	1	6	i	2	0	-2	i	-1
